Ecoli viability = bacterial growth inhibition, counter-screen for AddAB inhibitors. actives 0.27% (n = 330,000). AID 449728. inhibition, % at 11.9 µM. E. coli V3065 growth, OD600 absorbance, 18 h;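 active = inhibition above the campaign's mean inhibition across all tested compounds plus 3 SD, cut at about 9.9% in these data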;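 note: uninfected addAB+ strain grown without phage in ampicillin broth; 0% = DMSO wells and 100% = ciprofloxacin 0.95 µg/ml wells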
Wnt act = activators of Wnt/beta-catenin signaling. Wnt/beta-catenin reporter cell assay, activator, plate reader. actives 1.2% (n = 300,000). activation, % at 9.35 µM; in the data active = activation above about 30%, passing the limit was not always enough;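 note: 0% = neutral control wells and 100% = positive control wells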
Tat transport = inhibitors of E. coli Tat protein transport. actives 0.036% (n = 340,000). inhibition, % at 10 µM. AID 488895. E. coli MC4100 TorA-mCherry Tat export, fluorescence;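 active = mean replicate inhibition at least 50% and at least half of replicates individually reaching 50%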;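 note: exported cargo escapes ClpAP degradation while cytoplasmic cargo is degraded and loses fluorescence; 0% = median of neutral control wells and 100% = median of NaSCN control wells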
CAL PDZ FP-1 = human CAL PDZ-peptide interaction inhibition. actives 0.02% (n = 330,000). AID 504414. purified CAL PDZ, TMR-peptide fluorescence polarization, 1 h. Q9HD26. inhibition, % at 20 µM;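 active = highest replicate inhibition of at least 40%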;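 note: plate controls were DMSO neutral control wells for no effect and unlabeled competitor peptide control wells for full effect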
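System: tagged CAL PDZ domain. Schedule: 1 h room-temperature incubation prior to read. Signal: fluorescence polarization (mP). Measure: percent inhibition from loss of millipolarization.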
SR-BI DiI-HDL act = enhances SR-BI lipid uptake from DiI-HDL; CHO ldlA[mSR-BI] cells, DiI-HDL uptake fluorescence, 3 h; 100 = double the neutral-control signal; activation, % at 12.5 µM; actives 0.096% (n = 320,000);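 active = mean replicate activation of at least 60% and every replicate at or above 60%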;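 note: 0% = median plate neutral-control signal and 100% = twice that signal; values of inactives mirror those of a sister screen read the other way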
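material = CHO ldlA[mSR-BI] cells | medium = Ham's F12 with 0.5% BSA, HEPES 25 mM, pH 7.4 | reagent = fluorescent DiI-HDL, 10 µg/mL final | compound dosing = single-point compound dose | incubation = 3 h, 37 °C | measured by = bottom-read fluorescence, 550/595 nm | measure = HDL uptake via cellular fluorescence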
AddAB inh = less growth of phage-infected E. coli with AddAB; actives 0.29% (n = 330,000); E. coli expressing H. pylori AddAB, absorbance growth; inhibition, % at 11.9 µM; in the data active = inhibition above about 12%;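 note: 0% = vehicle wells of infected cells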
phage Ecoli inh = E. coli growth loss with phage present. inhibition, % at 11.9 µM. growth absorbance. AID 651602. actives 0.26% (n = 360,000); in the data active = inhibition above about 11%
MITF TRPM1 HTS = activators of MITF-driven TRPM1 promoter activity in SK-MEL-5 cells. SK-MEL-5 TRPM1-promoter luciferase, 24 h; % of positive control, neutral wells = 0. activation, % at 12.5 µM. actives 0.75% (n = 300,000). AID 588334;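 active = mean activation of at least 80% with every replicate also reaching 80%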;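 note: 0% = neutral control wells and 100% = parthenolide positive control wells; values of inactives mirror those of a sister screen read the other way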
CAL PDZ FP-2 = blocks peptide binding to the human CAL PDZ domain | purified CAL PDZ, TMR-peptide fluorescence polarization, 1 h | AID 602252 | Q9HD26 | actives 0.92% (n = 300,000) | inhibition, % at 24.9 µM;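 active = mean inhibition of at least 30% with at least half of replicates also reaching 30%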;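 note: 0% = DMSO neutral control and 100% = excess unlabeled competitor peptide PRC23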
SR-BI DiI inh = blocks mouse SR-BI lipid uptake from DiI-HDL; ldlA[mSR-BI] CHO cells, DiI-HDL uptake fluorescence, 3 h; inhibition, % at 12.5 µM; actives 0.96% (n = 320,000); AID 488896;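 active = mean replicate inhibition of at least 70% and a set share of replicates each scoring 70 or more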;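 note: 0% = median of neutral control wells and 100% = median of positive control wells; values of inactives mirror those of a sister screen read the other way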
Target sequence (Q61009 whole entry, looked up): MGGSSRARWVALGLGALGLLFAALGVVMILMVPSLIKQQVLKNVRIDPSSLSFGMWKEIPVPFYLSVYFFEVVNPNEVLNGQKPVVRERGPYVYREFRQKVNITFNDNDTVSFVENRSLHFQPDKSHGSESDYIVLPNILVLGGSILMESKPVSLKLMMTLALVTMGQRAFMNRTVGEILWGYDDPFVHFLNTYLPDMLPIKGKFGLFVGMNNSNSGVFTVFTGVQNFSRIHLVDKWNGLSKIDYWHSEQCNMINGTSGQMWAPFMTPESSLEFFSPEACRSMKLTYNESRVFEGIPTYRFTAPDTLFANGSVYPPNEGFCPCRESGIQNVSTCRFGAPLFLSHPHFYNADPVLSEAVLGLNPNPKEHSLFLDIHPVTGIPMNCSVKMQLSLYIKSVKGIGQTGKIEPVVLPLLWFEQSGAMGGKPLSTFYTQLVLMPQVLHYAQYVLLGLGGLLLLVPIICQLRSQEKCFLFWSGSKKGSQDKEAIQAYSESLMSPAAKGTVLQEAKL
Numbers without * were called inactive; x = no result given.

canonical_smiles	Ecoli viability	Wnt act	Tat transport	CAL PDZ FP-1	SR-BI DiI-HDL act	AddAB inh	phage Ecoli inh	MITF TRPM1 HTS	CAL PDZ FP-2	SR-BI DiI inh
COc1ccc(C2CC(=O)Oc3c(C(CCN4CCN(c5ccccc5)CC4)c4ccc(N(C)C)cc4)c(OC)cc(OC)c32)cc1 (centres undefined)	1.5	-1	1	-0.1	7	2.3	1.4	-18	-4	-7
Cc1nn(CCC(=O)NCc2ccc(N(C)C)cc2)c(=O)c2nn(-c3ccccc3)c(C)c12	-2.6	-2	-2	-0.1	-12	2.3	3.2	-8	3	12
O=C(Nc1ccccc1)C1CCN(C(=O)c2ccc([N+](=O)[O-])cc2)CC1	1.6	-1	5	-2.7	-3	-1.1	3.2	-10	-2	3
Clc1ccccc1/C=C/C=N/Nc1nc(N2CCOCC2)nc(N2CCOCC2)n1	-3.4	-1	22	-0.7	-67	0.3	2.4	-2	x	67
COC(=O)/C(=C\c1ccc2c(c1)c1ccccc1n2C)NC(=O)c1ccccc1	1.9	6	-2	-0.6	-12	1.3	0.9	6	5	12
NC(=O)c1sc2nc(-c3ccccc3)ccc2c1N	-3.0	2	5	-0.1	-3	1.5	0.6	27	7	3
Cc1ccc2c3c([nH]c2c1)C(=O)CC(C)(C)S3	0.6	-1	-3	0.1	-23	1.9	4.3	3	4	23
CCOc1cc(/C=N/n2cnnc2)ccc1OS(=O)(=O)c1ccccc1	-1.1	x	3	-5.2	-27	0.3	0.7	22	-8	27
c1ccc(Oc2ccc(-n3cnnn3)cc2)cc1	2.6	1	11	-0.6	-1	1.8	1.6	1	9	1
COc1cccc(-c2nc(-c3ccc(NC(=O)c4cccs4)cc3)no2)c1	-1.8	x	-4	-0.9	-63	1.1	2.0	52	-1	63
CCN(CC)S(=O)(=O)c1ccc(N2CC(C(=O)NCc3ccc4c(c3)OCO4)CC2=O)cc1 (centres undefined)	1.2	-3	-5	-0.6	-29	3.3	1.6	-3	8	29
COc1cccc(/C=N/n2c(COc3ccccc3)n[nH]c2=S)c1OC	-0.6	1	5	-2.9	20	-0.8	-3.0	-11	3	-20
Cc1cccc(NC(=O)C2(c3ccc([N+](=O)[O-])cc3)CCCC2)c1	-0.1	-4	0	-0.8	-4	2.7	0.6	-1	-7	4
O=C(COC(=O)c1ccccc1Cl)NCCC1=CCCCC1	2.2	8	0	-3.2	3	-1.1	2.1	49	-3	-3
CCOc1ccccc1N(CC(=O)Nc1ccccc1C(=O)O)S(C)(=O)=O	0.7	-3	-4	-0.5	5	3.9	2.3	x	-8	-5
CC(C)n1c(O)c(N=Nc2ccc(Cl)c(C(=O)O)c2)c2ccccc21	1.9	4	6	-2.1	x	2.5	2.0	0	1	x
CC(CN1CCC(O)CC1)c1ccccc1 (centres undefined)	-0.9	-1	9	0.0	5	3.5	-1.7	x	13	-5
CCOc1ccc(CN(C)C(=O)CNC(=O)C2CCCCC2)cc1OC	-0.2	1	-4	-0.5	x	0.4	-2.3	-3	2	x
CCn1c(CC(=O)Nc2cccc(OC)c2)nnc1SCC(=O)N1CCN(c2ccccc2)CC1	0.2	x	-1	-0.9	-17	0.8	1.0	-10	x	17
Cn1c(=O)[nH]c(=O)c2c1nc(SCC(O)CO)n2CCCc1ccccc1 (centres undefined)	0.7	-1	-4	-1.5	0	1.7	1.3	10	x	0
Cc1nn(-c2ccc(F)cc2)c(Cl)c1/C=C(\CCC(=O)O)c1nc2ccccc2s1	-1.4	23	-4	-3.5	36	0.2	-0.2	6	-6	-36
O=C(c1ccccc1CCc1ccccc1)N1CCOCC1	-0.5	x	0	-0.7	-10	-2.4	0.1	5	-2	10
CCc1ccc(S(=O)(=O)NC2CCCCNC2=O)cc1 (centres undefined)	-0.3	6	-2	-0.3	x	-0.5	3.2	-5	3	x
O=C(CSc1ccccc1)Nc1ccc(C(=O)Nc2cccc(O)c2)cc1	3.6	2	-5	6.3	-41	0.6	5.8	26	1	41
O=C(CCc1ccccn1)NC1CCCc2c1cnn2-c1ccc(F)cc1F (centres undefined)	-1.0	2	0	0.8	x	3.4	3.7	-4	3	x
CC(=O)c1ccc(-n2c(CCC(=O)O)ccc2-c2ccc(C)cc2)cc1	-0.7	x	-16	-0.2	16	0.2	x	-6	-3	-16
C/C(=N\OC(=O)c1c(-c2ccccc2Cl)noc1C)c1ccncc1	-1.6	-2	-2	-2.5	-21	2.8	1.4	4	-7	21
Fc1ccc(OCc2nc3ccccc3s2)cc1	0.0	59*	-8	-3.2	27	1.6	3.3	27	-1	-27
COc1ccc(/C=N/Nc2cc(C)nc(-n3nc(C)cc3C)n2)c(OC)c1	-5.7	2	-1	1.6	-79	-0.6	-1.6	-61	3	79*
CCOCc1nnc(NC(=O)C2CCN(C(=O)c3ccco3)CC2)s1	2.4	0	-12	-2.1	x	1.7	-1.2	0	-7	x
CCCCn1c(=O)[nH]c(=O)c2c1nc(Cn1ncc(Cl)c(Cl)c1=O)n2CCC	-2.8	-17	-1	-1.1	-2	2.9	0.8	-92	-1	2
CC1c2[nH]c3ccccc3c2C[C@H]2C(=O)N(CCCN(C)C)CC(=O)N12 (some centres undefined)	-0.6	2	-4	-1.4	2	-0.3	0.7	2	-2	-2
O=S(=O)(c1ccc(F)cc1)N1CCN(Cc2nnc(-c3ccccc3)o2)CC1	-3.5	-1	-2	0.6	1	-1.8	3.7	4	-2	-1
Nc1nc(NCC2CCCO2)nc(Nc2ccc(Cl)cc2)c1[N+](=O)[O-] (centres undefined)	2.6	-5	4	-2.0	-34	3.0	-2.5	x	x	34
COc1ccc(N(CC(=O)NCCc2ccccc2)C(=O)CCC(=O)Nc2nccs2)c(OC)c1	-4.7	-1	-3	-2.7	x	2.3	1.8	x	-2	x
CCN(CC(=O)NCc1ccc(Cl)cc1)C(=O)c1cc(OC)cc(OC)c1	0.4	-3	-8	-2.4	x	5.3	-0.2	-9	-4	x
Cc1ccccc1C(=O)Nc1ccc(S(=O)(=O)N2CCOCC2)cc1	-4.0	x	-3	0.5	14	0.5	x	-6	-3	-14
Cc1nnc(SC(C)C(=O)NCC2CCCO2)n1-c1ccccc1 (centres undefined)	3.0	-6	-1	-0.5	10	0.2	3.4	x	2	-10
COc1ccc(CN(C(=O)CSc2nnc(-c3ccc(F)cc3)o2)c2ccc(F)cc2)cc1	0.2	0	2	-2.4	7	-0.2	2.0	-5	-1	-7
Cc1cccc(N2CCN(C(=S)Nc3ccc4nc5n(c(=O)c4c3)CCCCC5)CC2)c1C	1.4	-2	3	-1.8	-48	0.1	1.1	3	0	48
O=c1oc(-c2ccc([N+](=O)[O-])cc2)nc2ccccc12	-1.5	10	-5	-1.6	-7	0.0	1.3	x	x	7
COc1ccc(-c2ccc(SCC(=O)N3CCOCC3)nn2)cc1	-0.7	2	-3	0.9	26	1.9	4.0	6	-1	-26
Cc1ccc(S(=O)(=O)N(CC(=O)NCCSCc2ccco2)c2cc(C)ccc2C)cc1	-1.0	x	4	-2.8	x	-0.2	0.2	-11	-3	x
CCCc1nc2c(sc3nc4c(cc32)COC(C)(C)C4)c(=O)n1CCN(CC)CC	0.5	-4	1	-2.1	9	-2.1	-0.6	15	-1	-9
CC(C)(OC(=O)c1cccs1)c1cc2ccccc2c(=O)o1	-0.2	-3	2	0.3	20	0.1	0.0	-10	-5	-20
Cc1ccc(S(=O)(=O)N2CCN(C(=O)c3cccc(F)c3)CC2)cc1	-0.1	-3	-4	-1.5	-13	4.5	3.3	-20	-5	13
NNC(=O)c1cc(-c2ccc(O)cc2)nc2ccc(Br)cc12	1.1	-4	-3	-1.9	x	2.8	-0.5	3	-2	x
CC1CC(C)CN(C(=O)C2CC(=O)N(c3ccc(F)cc3)C2)C1 (centres undefined)	-3.5	0	-4	-4.3	4	2.1	0.4	-4	-3	-4
Cc1[nH]c2ccccc2c1C(=O)CSC(=S)N(C)C	1.3	x	3	-2.7	-16	2.6	1.2	28	-2	16
Cc1nn(-c2ccccc2)nc1C(=O)NNC(=O)c1cccc2ccccc12	3.7	-1	16	-0.7	3	2.0	3.1	-13	-7	-3
O=C(NNC(=O)c1ccccc1Br)c1ccc2nc[nH]c2c1	1.8	1	-1	-1.0	3	4.0	-0.1	-10	-3	-3
CC1CCC/C(=C\Nc2ccc(C(=O)O)c(O)c2)C1=O (centres undefined)	0.5	-1	-4	-2.1	x	-0.3	2.6	23	-4	x
C=CCn1c(SCc2ccc(F)cc2)nnc1-c1sc2nc(C)cc(C)c2c1N	0.4	-2	-4	-0.8	8	1.6	-2.9	x	x	-8
CCOC(=O)N1CCN(S(=O)(=O)c2ccc(OCC)cc2)CC1	1.2	-1	-12	-0.5	31	5.8	-2.7	-17	-4	-31
CC1(C)N=c2ccc([N+](=O)[O-])c(N)c2=[N+]1[O-]	0.7	0	-13	0.5	x	2.0	2.1	x	3	x
CN(C)C1=NCCN1CCC1CCCC1	-0.9	-5	-18	1.0	-14	-1.0	3.1	3	-2	14
Cc1c(C(=O)N2CCCCC2)c(S(=O)(=O)NCCc2ccccc2)c(C)n1C	-1.2	-2	-1	-2.2	x	3.2	2.3	-4	-3	-19
COC(=O)c1ccc(C(=O)N(C)C2CCCN(Cc3ccccc3F)C2)nc1 (centres undefined)	1.1	-1	-6	0.5	-11	-0.2	-0.6	5	-6	11
O=S(=O)(NC1=NCCC1)c1ccc(F)cc1	-1.2	x	-7	-1.8	13	3.9	2.1	-3	0	-13
COCCCNC(=O)CSc1c2c(nc3ccc(Cl)cc13)CCCC2	1.8	-3	2	-2.4	-2	-1.4	1.5	-20	-6	2

Additional results follow:
canonical_smiles	Ecoli viability	Wnt act	Tat transport	CAL PDZ FP-1	SR-BI DiI-HDL act	AddAB inh	phage Ecoli inh	MITF TRPM1 HTS	CAL PDZ FP-2	SR-BI DiI inh
CN1CCN(c2ccc(Cl)cc2NC(=O)c2ccc(=O)n(C)n2)CC1	0.3	2	1	-0.7	-18	0.4	-0.6	6	-5	18
CCOC(=O)c1oc2ccccc2c1NC(=O)c1cccc(OC)c1	1.6	-6	8	-1.7	-19	2.2	3.7	25	1	19
Cc1ccc(NC(=O)CSc2nc(=O)n(CCCN(C)C)c3c2CCC3)c(C)c1	2.5	2	-14	-2.2	22	2.0	-0.4	13	-1	-22
CCN(CC)CCN(Cc1cc2cc(C)c(C)cc2[nH]c1=O)C(=S)NCc1ccco1	-2.5	-1	6	-3.5	-13	1.7	1.9	-5	0	13
Cc1ccc2c(c1)N(C(=O)CCC(=O)NCCN1CCOCC1)CC(C)O2 (centres undefined)	-2.3	2	-4	-0.3	21	-2.5	3.1	x	-3	-21
COc1ccc(CNC(=O)[C@H](C)NC(=O)C2CC(=O)N(c3ccc(OC)cc3)C2)cc1 (some centres undefined)	-0.8	1	-4	-3.1	3	6.3	-0.4	-20	0	-3
